Bioassay records (PubChem)
HCV inh – blocks hepatitis C virus; Potency, µM (top dose mostly 41.8 µM), for the others: at the highest dose activity change, negative = inhibition, usual class: inhibitors; Huh7.5.1 HCVcc-Cre infection, luciferase reporter, 44 h; actives 3.4% (n = 340,000); also: potency is read from the fitted curve at half-maximal effect
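Reporter virus HCVcc-Cre (~0.5 moi) infects cells exposed to compound; seeding density 1,000 cells/well with 4 h settling beforehand. Luminescence, 15 sec read, taken 44 h post-infection following a 15 min RT substrate incubation.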
AmpC no deterg – AmpC beta-lactamase inhibition without detergent; P00811; AmpC nitrocefin hydrolysis, absorbance 480 nm, 0.0001% Triton; Potency, µM (highest dose often 57.1 µM), without a hit: at the highest dose activity change, negative = inhibition, actives largely listed as inhibitors; actives 0.52% (n = 330,000); AID 485341;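 also: potency is read from the fitted curve at half-maximal effect; plate controls were no compound for no effect and no enzyme for full effect; nearly all actives have a fitted effect of over 20% in size; some results filed as inactive show a strong effect at the top dose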
Target sequence (P00811 whole entry, looked up): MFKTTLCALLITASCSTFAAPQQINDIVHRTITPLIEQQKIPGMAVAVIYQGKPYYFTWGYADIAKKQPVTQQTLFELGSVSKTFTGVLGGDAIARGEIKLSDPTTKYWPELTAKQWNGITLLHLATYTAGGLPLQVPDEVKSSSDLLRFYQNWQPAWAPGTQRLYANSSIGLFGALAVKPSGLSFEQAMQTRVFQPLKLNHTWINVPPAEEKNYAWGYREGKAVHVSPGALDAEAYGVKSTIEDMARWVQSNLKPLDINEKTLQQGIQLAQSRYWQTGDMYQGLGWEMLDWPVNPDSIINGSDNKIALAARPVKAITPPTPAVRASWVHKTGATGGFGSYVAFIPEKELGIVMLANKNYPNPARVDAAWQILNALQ
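20 mM phosphate pH 7.0 + 0.01% (detergent screen) or 0.0001% Triton X-100; 5.3 nM AmpC reagent; cpd preinc 15 min RT; nitrocefin (800 uM stock) to start; A480 q20 s × 4 min; Activity was normalised to no-enzyme and no-compound control wells.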
HCMV inh – inhibitors of human cytomegalovirus; HFF cells, HCMV-luciferase reporter, 72 h; stronger effect = lower value; activity change, negative = inhibition, % at 57.5 µM; actives 4.5% (n = 410,000); in the data active = activity change below about -60%; inconclusive = no clear call, values can overlap the other calls; inactive = above about -39%
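Compounds were evaluated in HFFs infected with an HCMV luciferase reporter virus (MOI 1 PFU/cell). Luciferase in lysates collected 72 h post infection served as the replication measure.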
AMA1 RON2 block – disrupts binding of P. falciparum AMA1 to RON2 | AID 720542 | Potency, µM (highest dose often 58.2 µM), inactives show at the highest dose activity change, negative = inhibition, hits mostly inhibitors | actives 0.2% (n = 360,000) | AlphaScreen AMA1-biotinylated RON2 peptide binding;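 also: potency is read from the fitted curve at half-maximal effect; 0% = vehicle wells and -100% = peptide control; nearly all actives have a fitted effect of over 45% in size; some results filed as inactive show a strong effect at the top dose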
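AMA1 (3D7) with his tag at 25 nM final met compounds first, then biotinylated RON2 peptide at 25 nM; detection used donor plus acceptor beads, 10 µg/mL apiece, read by AlphaScreen after 30 min at room temperature.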
AmpC detergent – AmpC beta-lactamase inhibition with detergent present | actives 0.041% (n = 370,000) | AmpC hydrolysis of nitrocefin, absorbance 480 nm, 0.01% Triton | AID 485294 | Potency, µM (top dose mostly 114 µM), inactives show top-dose activity change, negative = inhibition, hits mostly inhibitors | P00811;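 also: potency is read from the fitted curve at half-maximal effect; 0% = no-compound wells and -100% = no-enzyme wells; nearly all actives have a fitted effect of over 25% in size; some results filed as inactive show a strong effect at the top dose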
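AmpC (5.3 nM in the dispensed reagent) in 20 mM phosphate pH 7.0 with 0.01% (detergent screen) or 0.0001% Triton X-100 was preincubated with compounds for 15 min at room temperature. Nitrocefin was then added from an 800 uM solution, and hydrolysis was followed at 480 nm.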
TbPYK inhibitor – T. brucei pyruvate kinase inhibition | actives 0.12% (n = 410,000) | TbPYK enzyme, Kinase-Glo Plus ATP luminescence, 45 min | Q57TT1 | Potency, µM (doses to about 76.8 µM), for inactives: at the highest dose activity, negative = inhibition, most hits filed as inhibitors; also: potency is read from the fitted curve at half-maximal effect; nearly all actives have a fitted effect of over 50% in size
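Glycolytic pyruvate kinase of T. brucei was incubated with substrate, test compound and 130 uM ADP for 45 minutes at room temperature. Luminescent Kinase-Glo Plus signal was measured after 10 minutes.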
LmPK inhibitor – blocks Leishmania mexicana pyruvate kinase activity | Q27686 | purified LmPK, Kinase-Glo ATP luminescence, 1 h | Potency, µM (titrated, usually from 57.5 µM), for inactives: top-dose activity change, negative = inhibition, usual class: inhibitors | actives 0.37% (n = 290,000) | AID 1721; also: potency is read from the fitted curve at half-maximal effect
Target sequence (Q27686 whole entry, looked up): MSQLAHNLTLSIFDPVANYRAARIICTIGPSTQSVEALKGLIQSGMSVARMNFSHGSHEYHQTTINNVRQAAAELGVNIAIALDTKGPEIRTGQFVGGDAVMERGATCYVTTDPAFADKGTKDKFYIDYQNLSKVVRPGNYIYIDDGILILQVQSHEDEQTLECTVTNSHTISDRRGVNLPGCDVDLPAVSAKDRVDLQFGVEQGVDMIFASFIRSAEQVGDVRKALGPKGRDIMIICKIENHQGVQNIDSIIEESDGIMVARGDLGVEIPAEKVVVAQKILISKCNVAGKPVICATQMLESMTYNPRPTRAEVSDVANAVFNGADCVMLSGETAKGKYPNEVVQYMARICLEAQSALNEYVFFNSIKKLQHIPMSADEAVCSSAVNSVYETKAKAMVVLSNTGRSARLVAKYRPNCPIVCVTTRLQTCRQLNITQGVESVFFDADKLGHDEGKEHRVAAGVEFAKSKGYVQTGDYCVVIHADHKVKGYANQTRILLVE
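Kinase-Glo luminescence read after 1 h RT reaction of 0.1 nM LmPK with 0.5 mM PEP and 0.1 mM ADP. Activity scaled between uninhibited and enzyme-free controls.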
* marks the source's active call; other numbers are inactive results; u = inconclusive; x = not tested or not shown; [ ] = dose if it differs, or a comment. Unless noted, calls follow the shape of the dose curve; as a rule, active = well fitted curve in the direction sought with a large enough effect; inconclusive = small, poorly fitted or top-dose-only effect, or another doubt; inactive = no such curve, though single readings can be large; an effect the other way counts as inactive or inconclusive. Unless noted, % is scaled to controls: 0 for no effect and ±100 for the full control effect.

mol	HCV inh	LmPK inhibitor	AMA1 RON2 block	TbPYK inhibitor	AmpC detergent	HCMV inh	AmpC no deterg
O=C(O)CCCCCCC1C(=O)NC(=O)N1CCC(O)C1CCCCC1 (stereo not drawn)	1.0%[8.37 µM]	6.2%	-1.9%	-4.5%	u	75.3	1.8%
CC(C)(C)NC(=O)Cn1nnc(-c2cccs2)n1	1.3%	1.1%	9.6%	-6.5%	u	-9.2	2.4%
Cn1c(SCc2c(Cl)cccc2Cl)nnc1-c1cccs1	-9.1%	-0.4%	-5.5%	0.8%	-13.9%	12.0	-47.6%
CNS(=O)(=O)c1ccc(Oc2ccc(S(=O)(=O)NC)cc2)cc1	u	-1.2%	2.2%	1.7%	-2.6%	u	-18.4%
CC(C)(C)NC(=S)N/N=C/c1c(Cl)cccc1Cl	-19.5%	4.5%	67.9%[activator]	1.8%	-5.6%	-22.4	-48.0%
CC(=O)Nc1ccc(S(=O)(=O)Nc2cccc(-c3csc(C)n3)c2)cc1	u	-3.5%	9.2%	-2.3%	2.6%	-23.5	-30.5%
CCn1c(SCC(=O)Nc2cc(OC)ccc2OC)nc2c(c1=O)SCC2	-21.2%	-9.3%	-21.4%	5.2%	5.7%	34.0	17.5%
N/C(=N\OC(=O)c1cccc(C(F)(F)F)c1)c1cnccn1	5.1%	0.7%	8.3%	3.4%	u	37.2	16.3%
CCOc1ccc(Cc2c(C)[nH]c3ccc(C(=O)O)cc3c2=S)cc1	13.7%	u	-4.6%	u	-12.0%	-79.1*	-23.7%
CCOc1cc(CNC(=O)Cn2c(-c3cccs3)cc3cc(F)ccc32)ccc1OC	x	x	x	5.4%	0.7%	u	x
COc1ccc(/C=N/NC(=O)c2cc(=O)[nH]c3ccccc23)cc1OC	-2.2%	-3.3%	12.0%	-2.2%	8.9%	u	-12.2%
CC(C)c1nc(SCC(=O)NC(=O)NC(C)(C)C)n[nH]1	6.9%	-1.8%	4.3%	-4.2%	-12.3%	-6.9	-15.1%
CCCC(=O)c1ccc2c(c1)OCCO2	13.3%	2.4%	19.9%	0.0%	-6.7%	u	-6.2%
Cc1cc(NC(=O)Cn2nc(C(=O)O)c3ccccc3c2=O)c([N+](=O)[O-])cc1C	8.4%	-2.9%	34.2%[activator]	3.4%	-2.2%	10.6	-11.6%
O=C(COc1ccc(Br)cc1)N(Cc1cccs1)C1CCS(=O)(=O)C1 (stereo not drawn)	16.5%	-0.6%	1.3%	-0.7%	-7.3%	2.1	35.3%
COc1ccccc1CNC(=O)C(CC(C)C)N1Cc2ccccc2C1=O (stereo not drawn)	x	x	x	-3.2%	0.1%	-31.7	x
O=C1CC(N2CCN(Cc3ccccc3)CC2)C(=O)N1CCc1ccccc1 (stereo not drawn)	-1.4%	0.5%	-3.9%	1.9%	-11.9%	-3.6	41.1%
O=C(CSc1ccccc1)N1CCc2c([nH]c3ccccc23)C1c1ccc(F)cc1 (stereo not drawn)	x	x	x	-4.2%	23.8%	-30.5	x
COc1cccc(NC(=O)CN(C)C(=O)c2ccc(-c3cccc(C(F)(F)F)c3)o2)c1	u	x	-15.2%	-0.7%	u	-6.9	87.8%[activator]
COc1cccc(NC(=O)Cn2c(CCC(=O)O)ccc2-c2ccc(Cl)cc2)c1	8.5%	-1.8%	8.8%	-1.1%	-5.8%	-36.2	-48.0%
C[N+]1([O-])[C@@H]2Cc3cc4c(cc3[C@@H]1Cc1cc3c(cc12)OCO3)OCO4 (stereo partly drawn)	17.5%[8.37 µM]	-1.0%	8.6%	-3.5%	2.2%	12.3	14.0%
CC[C@H](C)[C@H](NC(N)=O)C(=O)NCCc1ccc(OC)c(OC)c1	18.6%	-2.6%	-1.8%	3.6%	u	-11.3	-4.2%
CSCCNC(=O)c1ccc(OC2CCN(S(=O)(=O)N(C)C)CC2)cc1	0.4%	0.9%	-9.9%	2.7%	-11.9%	11.2	-4.5%
COC(=O)CNC(=O)COC(=O)/C=C/c1ccc2ccccc2n1	-21.1%	-3.5%	8.5%	2.8%	3.3%	-29.2	-29.8%
O=C(NC1CC2CCCC(C1)N2Cc1ccccc1)c1cccc(F)c1 (stereo not drawn)	-9.2%	0.7%	0.0%	-13.2%	3.3%	1.9	-19.1%
CC1CCCN(C(=O)Cn2nnc(-c3ccc(S(C)(=O)=O)cc3)n2)C1 (stereo not drawn)	-4.9%	3.4%	2.3%	-3.2%	4.2%	27.6	-2.0%
Cc1csc2ncc(C(=O)N3CCCc4ccccc43)c(=O)n12	15.2%	5.0%	-7.9%	-7.3%	u	36.7	3.55µM*
CN(Cc1ccccc1)c1ccc(N2C(=O)CCC2=O)cc1[N+](=O)[O-]	11.5%	7.1%	-1.3%	-11.4%	1.8%	9.9	6.4%
COc1ccc(CCNc2ncnc3c2[nH]c2cc(OC)c(OC)cc23)cc1OC	-55.8%	1.2%	u	1.5%	-13.0%	-28.4	-4.5%
COc1ccc(C(OCC(O)CNCCc2ccccc2)c2ccc(OC)cc2)cc1 (stereo not drawn)	u	0.7%	-11.2%	-8.5%	3.5%	-27.9	44.1%
COc1ccccc1-c1csc(-n2ncc(C#N)c2N)n1	x	0.0%	x	x	-11.9%	u	-32.8%
COc1ccc(N2CCN(c3nc4c(c(=O)n(C)c(=O)n4C)n3CCCc3ccccc3)CC2)cc1	5.4%	-1.2%	10.7%	-9.9%	-11.6%	29.1	0.4%
Cc1ccc(S(=O)(=O)Cc2ccc(C(=O)N3CCN(c4cccc(Cl)c4)CC3)o2)cc1	x	x	x	1.7%	6.8%	u	x
Cc1noc(C)c1COC(=O)CN(C)S(=O)(=O)c1ccc(Cl)cc1	14.0%	1.6%	18.2%	-0.2%	u	3.5	1.5%
CC(C)(C)c1ccc(-c2noc(-c3ccno3)n2)cc1	6.9%	-7.5%	0.4%	-13.8%	11.3%	46.3	-9.0%
CC1S/C(=N/N=C/c2ccco2)N(Cc2ccc(F)cc2)C1=O (stereo not drawn)	-29.5%	-1.0%	-9.9%	-0.3%	10.8%	-2.2	-17.7%
O=C1CN(S(=O)(=O)c2cccc(Cl)c2Cl)CCN1	0.4%	x	-11.7%	-9.7%	-20.3%	0.8	-11.5%
CC(Cc1ccccc1)N1CCCC1=O (stereo not drawn)	19.8%	x	-4.9%	1.2%	x	27.5	x
CC1(C)CC(NS(=O)(=O)c2ccc(C(C)(C)C)cc2)CC(C)(C)N1	u	0.5%	-5.3%	4.3%	-14.4%	-8.1	-3.2%
O=C(c1ccc(Cl)c(S(=O)(=O)N2CCOCC2)c1)N1CCCCCC1	13.1%	-0.9%	11.1%	-1.0%	-1.0%	-9.6	4.8%

Continued, starting with the last 3 of the part before.
mol	HCV inh	LmPK inhibitor	AMA1 RON2 block	TbPYK inhibitor	AmpC detergent	HCMV inh	AmpC no deterg
CC(Cc1ccccc1)N1CCCC1=O (stereo not drawn)	19.8%	x	-4.9%	1.2%	x	27.5	x
CC1(C)CC(NS(=O)(=O)c2ccc(C(C)(C)C)cc2)CC(C)(C)N1	u	0.5%	-5.3%	4.3%	-14.4%	-8.1	-3.2%
O=C(c1ccc(Cl)c(S(=O)(=O)N2CCOCC2)c1)N1CCCCCC1	13.1%	-0.9%	11.1%	-1.0%	-1.0%	-9.6	4.8%
COc1cccc(C(=O)COC(=O)C(C)N2C(=O)c3ccccc3C2=O)c1 (stereo not drawn)	21.9%	4.0%	7.4%	2.5%	-9.8%	-31.8	-3.9%
COCCN1C(=O)N[C@@H](c2cccc(C(F)(F)F)c2)[C@H](C(=O)OC)[C@H]1C	-3.6%	-6.7%[11.5 µM]	36.3%[activator]	-4.3%	x	-8.9	x
O=C(Nc1ccccc1)C1=C[C@@H](c2coc3ccccc3c2=O)C[C@@H](OCc2ccc(CO)cc2)O1	u	23.4%	9.4%	-3.6%	6.9%	-26.6	-3.1%
COc1ccc(S(=O)(=O)Nc2cc(S(=O)(=O)N3CCOCC3)ccc2OC)cc1	14.8%	x	-5.0%	4.7%	x	-1.2	-22.9%
CNC(=S)NNC(=O)c1ccc(C(C)(C)C)cc1	-3.2%	0.8%	92.5%[activator]	-12.2%	-4.0%	17.7	-8.0%
COc1ccccc1C1C(C#N)=C(N)Oc2c1c(-c1ccccc1)nn2-c1ccccc1 (stereo not drawn)	12.8%	3.7%	-10.4%	0.4%	-16.3%	u	-24.7%
O=c1c2ccccc2nc2n1C(CSCc1ccccc1)CS2 (stereo not drawn)	14.1µM*	1.1%	-2.8%	-4.5%	0.4%	-74.9*	-10.3%
COc1cc(OC)c(OC)cc1CN(C)CCc1ccccn1	4.8%	-1.2%	-8.6%	0.6%	u	51.4	-16.3%
Cc1cccc(C)c1NC(=O)C(c1ccccc1)N1CCN(c2ccc(F)cc2)CC1 (stereo not drawn)	x	x	-0.3%	2.6%	x	17.8	x
CCN(C(=O)c1ccco1)C1C2CC3CC(C2)CC1C3 (stereo not drawn)	-1.8%	-2.1%	-0.7%	1.9%	-8.3%	23.0	-0.5%
CC(=O)c1ccc(Sc2ccccc2)cc1	4.0%	-1.5%	9.0%	3.1%	-11.0%	21.0	-12.4%
O=C(NCc1ccccc1F)c1ccc2c(c1)OCO2	15.6%	-1.6%	7.4%	-3.4%	u	23.1	-16.4%
O=C(CSc1nnnn1C1CCCCC1)Nc1cccc(NC(=O)c2ccco2)c1	u	0.7%	-9.2%	u	u	-18.9	-23.8%
CCOc1ccc(N(CC(=O)Nc2ccccc2CC)S(=O)(=O)c2c(C)noc2C)cc1	x	x	x	-4.6%	-6.9%	-90.7*	x
CC(C)Nc1nnc(SCC(=O)c2c[nH]c3ccccc23)s1	u	0.8%	13.3%	1.1%	-7.4%	39.9	-41.1%
COc1ccc(/C=N/NC(=S)NCC2CCCO2)cc1 (stereo not drawn)	22.2%	1.2%	70.5%[activator]	-1.2%	4.1%	-22.1	-29.4%
CC(=O)c1ccc2c(c1)CCN2	32.2%	x	-0.3%	-1.0%	x	-5.9	x
